MrgX1 agonist = activates human MrgX1 receptor signaling | Q96LB2 | MrgX1-HEK293 cells, Fluo-4 calcium fluorescence, agonist mode; stronger effect = higher value | B-score at 10 µM | 310,000 compounds, 0.44% hits;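 active = calcium response B-score plate-corrected fluorescence ratio at least 3 library SD, with starting fluorescence B-score inside 5 SD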
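System – MrgX1-expressing HEK293 cells · Incubation – cells plated overnight, dye loaded 0.5 h 37 °C, 0.5 h room temperature · Technique – kinetic Fluo-4 NW fluorescence of intracellular calcium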
MrgX1 PAM = human MrgX1 positive allosteric modulation, primary screen; Q96LB2; MrgX1-HEK293, Fluo-4 calcium flux, FDSS; stronger effect = higher value; B-score at 10 µM; 310,000 compounds, 0.63% hits;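 active = plate-corrected calcium response at least 3 library SD above typical, normal starting fluorescence, not activating the receptor alone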;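 also: compound read alongside a low EC10 to EC30 dose of BAM8-22 agonist; peak minus trough fluorescence over baseline measured at the second addition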
MrgX1 antag = blocks BAM8-22 activation of human MrgX1 receptor; Q96LB2; MRGX1-HEK293 calcium flux, Fluo-4, BAM8-22 antagonism; stronger effect = lower value; B-score at 10 µM; 310,000 compounds, 1.3% hits;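 active = calcium-response B-score plate-corrected more than 3 library SD below zero, starting fluorescence within 5 deviations, no agonist response on first addition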;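 also: peak minus trough fluorescence over baseline after final BAM8-22 challenge near maximal dose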
TRPC6 activator = mouse TRPC6 channel activation. AID 2550. 310,000 compounds, 0.13% hits. B-score at 10 µM. HEK293-TRPC6 membrane potential dye fluorescence; stronger effect = higher value;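 active = B-score of the integrated fluorescence ratio above library mean plus 3 SD, and starting fluorescence ratio within library mean plus 5 SD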;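 also: higher score means more depolarization so channel activation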
Target sequence (Q61143 whole entry, looked up): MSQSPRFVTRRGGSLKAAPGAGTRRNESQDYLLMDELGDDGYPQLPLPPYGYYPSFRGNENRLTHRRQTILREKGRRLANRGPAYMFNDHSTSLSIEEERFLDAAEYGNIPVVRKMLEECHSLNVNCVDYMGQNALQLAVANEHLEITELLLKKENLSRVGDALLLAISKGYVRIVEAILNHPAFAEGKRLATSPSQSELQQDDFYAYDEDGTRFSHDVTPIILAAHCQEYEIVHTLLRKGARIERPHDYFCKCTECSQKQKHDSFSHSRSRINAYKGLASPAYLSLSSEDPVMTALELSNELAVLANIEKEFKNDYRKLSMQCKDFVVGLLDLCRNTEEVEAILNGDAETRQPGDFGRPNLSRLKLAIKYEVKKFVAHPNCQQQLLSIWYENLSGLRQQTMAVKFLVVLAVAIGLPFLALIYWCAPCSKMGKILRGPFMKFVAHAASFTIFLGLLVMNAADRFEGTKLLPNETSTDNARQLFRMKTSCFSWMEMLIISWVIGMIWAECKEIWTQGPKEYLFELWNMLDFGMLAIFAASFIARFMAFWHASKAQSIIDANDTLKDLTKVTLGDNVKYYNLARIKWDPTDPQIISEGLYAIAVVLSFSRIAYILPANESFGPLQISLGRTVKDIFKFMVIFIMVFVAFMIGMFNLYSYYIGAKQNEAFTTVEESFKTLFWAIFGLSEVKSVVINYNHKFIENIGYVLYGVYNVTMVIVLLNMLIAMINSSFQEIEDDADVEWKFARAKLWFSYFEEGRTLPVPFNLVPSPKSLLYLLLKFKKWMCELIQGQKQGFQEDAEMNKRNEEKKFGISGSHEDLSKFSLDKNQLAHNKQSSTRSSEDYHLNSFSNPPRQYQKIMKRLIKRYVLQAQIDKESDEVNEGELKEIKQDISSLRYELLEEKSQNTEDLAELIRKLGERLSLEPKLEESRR
RGS4 inh = inhibitors of human RGS4. P49798. HEK293 M3R/RGS4 inducible, Fluo-4 calcium flux; stronger effect = higher value; triggered by carbachol at its EC20. B-score at 10 µM. 310,000 compounds, 0.45% hits. AID 463165;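 active = B-score, a plate-corrected calcium signal, over three deviations above library mean, with baseline fluorescence within five deviations of library mean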;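 also: RGS4 expression induced by doxycycline in cells with stable M3 receptor; B-score is computed from the integrated fluorescence ratio over baseline after carbachol; higher B-score means a larger calcium signal and so more RGS4 inhibition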
Target sequence (P49798 whole entry, looked up): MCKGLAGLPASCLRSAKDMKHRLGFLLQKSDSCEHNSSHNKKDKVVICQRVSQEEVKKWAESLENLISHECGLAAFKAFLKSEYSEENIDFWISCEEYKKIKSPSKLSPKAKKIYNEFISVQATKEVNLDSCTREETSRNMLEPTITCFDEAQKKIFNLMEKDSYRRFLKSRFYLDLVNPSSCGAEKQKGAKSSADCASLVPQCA
TRPC4 block = blocks the mouse TRPC4 cation channel; Q9QUQ5; HEK293 TRPC4beta/mu-opioid, DAMGO-evoked Fluo4 calcium flux; stronger effect = lower value; B-score at 10 µM; 300,000 compounds, 0.39% hits; AID 2247;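 active = B-score over 3 SD under the library average, no early fluorescence shift, positive overall ratio signal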
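Test system – stable TRPC4beta/mu-opioid receptor HEK293 cells · Probe or stimulus – DAMGO, a submaximal dose followed by a maximal one · Dosing – one concentration per compound · Signal – Fluo4 calcium fluorescence by kinetic imaging, 5 s 1 Hz baseline · Evaluation – per-well B score of integrated baseline-normalized Fluo4 ratio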
TRPC4 PAM = allosteric potentiators of mouse TRPC4 channel. HEK293 TRPC4beta/mu-opioid, DAMGO EC20, Fluo-4 Ca2+ flux; stronger effect = higher value. B-score at 10 µM. 310,000 compounds, 0.42% hits. AID 2227;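 active = B-score of calcium response area above 5 SD of library B-scores, with initial fluorescence ratio within 5 SD of library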;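 also: B-score of integrated fluorescence ratio over time as area under calcium response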
TRPC4 agonist = TRPC4 (mouse) channel activation | Q9QUQ5 | HEK293 TRPC4beta/mu-opioid, Fluo4 calcium fluorescence; stronger effect = higher value | B-score at 10 µM | 310,000 compounds, 0.49% hits | AID 2237;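 active = B-score above 5 SD of library B-scores, and initial fluorescence ratio not above library mean plus 5 SD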;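 also: positive B-score marks a calcium rise read as TRPC4 activation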
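Technique: kinetic Fluo4 calcium fluorescence; Test system: TRPC4beta and mu-opioid receptor HEK293 stable cells; Measure: B-scored integrated calcium fluorescence ratio; Benchmarks: low control buffer alone, high control maximal DAMGO; Schedule: 45 min room-temperature Fluo4 loading, 110 s read.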
ANO1 block = mouse TMEM16A channel inhibition, primary screen | normalized B-score (activity score, 25-100; higher = stronger inhibition) at 10 µM | HEK293 TMEM16A/YFP iodide influx fluorescence, ionomycin | AID 588511 | 310,000 compounds, 1.2% hits | Q8BHY3;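 active = ratio plate-corrected score three or more library SD toward inhibition, starting fluorescence score within five deviations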;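 also: score derived from kinetic fluorescence span divided by baseline fluorescence per well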
ANO1 activ = activators or potentiators of mouse TMEM16A chloride channel; Q8BHY3; HEK293 TMEM16A/YFP-H148Q/I152L, iodide quench fluorescence; stronger effect = lower value; B-score at 10 µM; 340,000 compounds, 0.3% hits;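 active = fluorescence-ratio B-score plate-corrected deviation score at least 3 library SD below zero, with starting fluorescence score within 5 deviations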;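 also: channel opened by trigger with iodide after compound preincubation; score built on the fluorescence ratio of max minus min over baseline; more negative score means more quench and so TMEM16A activation or potentiation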
TRPC6 inhibitor = inhibitors of mouse TRPC6 channel; AID 2553; B-score at 10 µM; HEK293-TRPC6, membrane potential dye, ACh-evoked depolarization; stronger effect = lower value; Q61143; 310,000 compounds, 1.1% hits;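 active = B-score under library mean minus 3 SD, initial fluorescence not abnormally high, positive integrated signal ratio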;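 also: B-score derived from integrated fluorescence ratio over the kinetic read; more negative B-score means stronger inhibition of depolarization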
* marks the source's active call; other numbers are inactive results; i = inactive; · = no result given.

Values run as follows: MrgX1 agonist, MrgX1 PAM, MrgX1 antag, TRPC6 activator, RGS4 inh, TRPC4 block, TRPC4 PAM, TRPC4 agonist, ANO1 block, ANO1 activ, TRPC6 inhibitor
> O=S1(=O)N=C(N2CCCc3ccccc32)c2ccccc21
→ i, i, i, i, i, i, i, i, i, i, i
> Cc1ccc(-n2c(SCC(=O)Nc3ncc(Cl)cc3Cl)nc3ccccc32)cc1
→ i, i, i, i, i, i, i, i, i, i, i
> Cc1noc(/C=C/c2nn(C)cc2Cl)c1[N+](=O)[O-]
→ i, i, i, i, i, i, i, i, i, i, i
> O=C(CCn1c(=O)oc2ccccc21)Nc1ccccc1
→ i, i, i, i, i, i, i, i, i, ·, i
> Cc1ccc(SCC(=O)Nc2cccc(C)c2)cc1
→ i, i, i, i, i, i, i, i, i, i, i
> CCC(CC)c1nnc(NC(=O)c2nc3nc(C)cc(C)n3n2)s1
→ i, i, i, i, i, i, i, i, i, i, i
> CCOC(=O)N1CCC(NC(=O)CCc2c(C)nc3c(c(C)nn3C(C)(C)C)c2C)CC1
→ i, i, i, i, i, i, i, i, i, i, i
> COC(=O)c1ccc(N2C(=O)CC(Sc3n[nH]c(C)n3)C2=O)cc1 (configuration not stated)
→ i, 7.8*, i, i, i, i, i, i, i, i, i
> Cc1nnc(SCC(=O)O)s1
→ i, i, i, i, i, i, i, i, i, i, i
> CCOC(=O)c1sc(NC(=O)c2cc3ccccc3o2)nc1C
→ i, i, i, i, i, i, i, i, i, i, i
> CCOc1ccc2c(c1)n(CO)c(=S)n2CO
→ i, i, i, i, i, i, i, i, i, i, i
> CCN(C(=O)Cn1cnc2c(nc3n2CCCCC3)c1=O)c1cccc(Cl)c1
→ i, i, i, i, i, i, i, i, i, i, i
> O=C(CC(Sc1n[nH]c(-c2ccccc2)n1)c1ccccc1)NCc1ccccc1 (configuration not stated)
→ i, i, i, i, i, i, i, i, i, i, i
> Cc1ccc(CN(C(=O)c2ccc(Cl)c([N+](=O)[O-])c2)C2CCS(=O)(=O)C2)o1 (configuration not stated)
→ i, i, i, i, i, i, i, i, i, i, i
> Cc1csc(Sc2ccc([N+](=O)[O-])cc2C(=O)OCC(=O)NC(=O)NC(C)(C)C)n1
→ i, i, i, i, i, i, i, i, i, i, i
> CCOc1ccc(NC(=O)CC2Nc3ccccc3NC2=O)cc1 (configuration not stated)
→ i, i, i, i, i, i, i, i, i, i, i
> COc1ccc(/C=C(/NC(=O)c2ccccc2)C(=O)N/N=C/c2cccs2)cc1OC
→ i, i, i, i, i, i, i, i, i, i, i
> Cc1cc(C)c(NC(=O)NC(=O)c2ccc(F)cc2)c(C)n1
→ i, i, i, i, i, i, i, i, i, i, i
> CCO[C@@H]1OC(C(=O)O)=C[C@H](C2CC2)[C@H]1CCCO
→ i, i, i, i, i, i, i, i, i, i, i
> OC12CC3C[C@H](C1)C(N1CCOCC1)[C@@H](C3)C2 (some centres not stated)
→ i, i, i, i, i, i, i, i, i, i, i
> CSc1ccc(S(=O)(=O)N2CCN(Cc3ccc4c(c3)OCO4)CC2)cc1
→ i, i, i, i, i, i, i, i, i, i, -5*
> c1ccc(OCc2nc(-c3cccs3)no2)cc1
→ i, i, i, i, i, i, i, i, i, i, i
> COc1cc(Br)cc(/C=N/c2ncn[nH]2)c1O
→ i, i, i, i, 5*, i, i, i, i, i, i
> C=CCSc1nc(Oc2ccccc2)c2sccc2n1
→ i, i, i, i, i, i, i, i, i, i, i
> O=C(NCc1cccs1)C1CCC(CNS(=O)(=O)c2ccccc2)CC1 (configuration not stated)
→ i, i, i, i, i, i, i, i, i, i, i
> O=C(Nc1nc2c(F)cccc2s1)c1ccco1
→ i, i, i, i, i, i, i, i, i, i, i
> Cc1ccc(CN2C(=O)CCC2C(=O)NCCN(CC(C)C)CC(C)C)cc1 (configuration not stated)
→ i, i, i, i, i, i, i, i, i, i, i
> COc1cccc(CNc2nc3nc(C)c(Cl)c(C)n3n2)c1
→ i, i, i, i, i, i, i, i, i, i, i
> Cc1ccc(C)c(NC(=O)c2ccc(N(C)S(C)(=O)=O)cc2)c1
→ i, i, i, i, i, i, i, i, i, i, i
> Cc1ccc(S(=O)(=O)n2nccc2-c2c(-c3ccccc3)noc2C)cc1
→ i, i, i, i, i, i, i, i, i, i, i

Exported with tabs: 2 of the compounds above.
Molecule	MrgX1 agonist	MrgX1 PAM	MrgX1 antag	TRPC6 activator	RGS4 inh	TRPC4 block	TRPC4 PAM	TRPC4 agonist	ANO1 block	ANO1 activ	TRPC6 inhibitor
O=C(CCn1c(=O)oc2ccccc21)Nc1ccccc1	i	i	i	i	i	i	i	i	i	·	i
Cc1ccc(C)c(NC(=O)c2ccc(N(C)S(C)(=O)=O)cc2)c1	i	i	i	i	i	i	i	i	i	i	i

New compounds follow:
Values run as follows: MrgX1 agonist, MrgX1 PAM, MrgX1 antag, TRPC6 activator, RGS4 inh, TRPC4 block, TRPC4 PAM, TRPC4 agonist, ANO1 block, ANO1 activ, TRPC6 inhibitor
> O=C(Nc1ccccn1)C(NS(=O)(=O)c1cccc2nsnc12)c1ccccc1 (configuration not stated)
→ i, i, i, i, i, i, i, i, i, i, i
> Cc1ccccc1C(=O)Nc1ccc(N2CCN(C)CC2)nc1
→ i, i, i, i, i, i, i, i, i, i, i
> O=C(COC(=O)Cc1ccsc1)Nc1ccccc1
→ i, i, i, i, i, i, i, i, i, i, i
> CCN(CC)c1ccc2c(C)c(CO)c(=O)oc2c1
→ i, i, i, i, i, i, i, i, i, i, i
> COC(=O)CCCCC(=O)C1C(=O)CC(C)(C)C(C(=O)OC)C1=O (configuration not stated)
→ i, i, i, i, i, i, i, i, i, i, i
> COCCOC(=O)/C(=C\c1cc(C(C)(C)C)c(O)c(C(C)(C)C)c1)C(C)=O
→ i, 6.6*, i, i, i, i, i, i, i, i, i
> O=c1cc(CSc2ccc(Cl)cc2)nc2nc[nH]n12
→ i, i, i, i, i, i, i, i, i, i, i
> Cc1cnc(C(=O)OCC(=O)Nc2ccc(C)c(S(=O)(=O)N(C)C)c2)cn1
→ i, i, i, i, i, i, i, i, i, i, i
> CCSc1nnc(NC(=O)C2CCCN(S(=O)(=O)c3cnc[nH]3)C2)s1 (configuration not stated)
→ i, i, i, i, i, i, i, i, i, i, i
> CCCn1c(N2CCN(C(=O)Nc3ccc(Cl)cc3)CC2)nc2ccccc21
→ i, i, i, i, i, i, i, i, i, i, i
> Cn1c(SC/C=C/c2ccccc2)nnc1-c1ccco1
→ i, i, i, i, i, i, i, i, i, i, i
> COc1ccc(CN2CCc3ccccc3C2)cc1Br
→ i, i, i, i, i, i, i, i, i, i, i
> O=C1C(Cl)=C(N2CCOCC2)C(=O)N1c1cccc(C(F)(F)F)c1
→ i, i, i, i, i, i, i, i, i, i, i
> CC1CCN(S(=O)(=O)c2ccc(C(=O)N3CCN(c4ccccc4F)CC3)cc2)CC1
→ i, i, i, i, i, i, i, i, i, i, i
> C=CCn1c(SCC(=O)c2cc(C)n(C)c2C)nnc1-c1ccncc1
→ i, i, i, i, i, i, i, i, i, i, i
> N#CCCNc1ccc(OCCC#N)cc1
→ i, i, i, i, i, i, i, i, i, i, i
> CC(c1ccc(F)cc1)n1cc(C(=O)NCc2ccccn2)nn1 (configuration not stated)
→ i, i, i, i, i, i, i, i, i, i, i
> Cc1nn2c(-c3ccc(S(=O)(=O)N4CCN(CCO)CC4)o3)nnc2c2ccccc12
→ i, i, i, i, i, i, i, i, i, i, i
> CC(C)CCN(CC(=O)NC(C)(C)C)C(=O)C(=O)Nc1ccc2c(c1)OCCO2
→ i, i, i, i, i, i, i, i, i, i, i
> COc1ccc(CNC(=O)CN(Cc2ccco2)C(=O)CNS(=O)(=O)c2ccccc2)cc1
→ i, i, i, i, i, i, i, i, i, i, i
> CCOC(=O)c1c(NC(=O)C2C3CCC(O3)C2C(=O)O)sc2c1CCC(CC)C2 (configuration not stated)
→ i, i, i, i, i, i, i, i, i, i, i
> O=c1cc(C(F)(F)F)nc(SC/C=C/c2ccccc2)[nH]1
→ i, i, i, i, i, i, i, i, 100*, i, i
> COCCNC(=O)C(c1ccc(Cl)cc1)N(Cc1ccco1)C(=O)CCC(=O)Nc1ccccn1 (configuration not stated)
→ i, i, i, i, i, i, i, i, i, i, i
> COc1ccc(CCNC(=O)c2cc3c(C)nccc3[nH]c2=O)cc1OC
→ i, i, i, i, i, i, i, i, i, i, i
> CCC(CC)c1nc(C#N)c(NC(C)c2ccccc2)o1 (configuration not stated)
→ i, i, i, i, i, i, i, i, i, i, i
> COc1ccc(CC(=O)Nc2cccc(SC)c2)cc1
→ i, i, i, i, i, i, i, i, i, i, i
> Cc1c(CC(=O)Nc2ccc(Cl)cc2)sc2ccc(Cl)cc12
→ i, i, i, i, i, i, i, i, i, i, i
> O=C1/C(=C/c2cccs2)SC(=S)N1CCC(=O)N1CCCCC1CCO (configuration not stated)
→ i, i, i, i, i, i, i, i, i, i, i
> CNC(=O)COC(=O)c1ccc(Cl)c(S(N)(=O)=O)c1
→ i, i, i, i, i, i, i, i, i, i, i
> CCC(C)CNC(=O)c1cccc(OC2CCN(CC(C)(C)C)CC2)c1 (configuration not stated)
→ i, i, i, i, i, i, i, i, i, i, i
> Cc1cc2nc3n(c2cc1C)CC1CC(C(=O)NCCC(C)C)N(C)C31 (configuration not stated)
→ i, i, i, i, i, i, i, i, i, i, i
> O=C(CSCCOc1ccccc1)NCc1ccncc1
→ i, i, i, i, i, i, i, i, i, i, i
> CC(C)(C)NC(=O)NC(=O)COC(=O)c1c(F)cccc1Cl
→ i, i, i, i, i, i, i, i, i, i, i
> CCOC(=O)c1nn(-c2ccc(F)cc2)c(-c2ccccc2)c1C(=O)c1ccccc1
→ i, i, i, i, i, i, i, i, i, i, i
> Cc1ccnc(NC(=O)c2ccc3c(c2)S(=O)(=O)c2ccccc2C3=O)c1
→ i, i, i, i, i, i, i, i, i, i, i
> O=C(O)c1ccccc1-c1ccccc1C(=O)NCCc1ccccc1
→ i, i, i, i, i, i, i, i, i, i, i
